Assay outcomes (PubChem BioAssay)
Exocytosis inh: LAMP-1 surface exposure blockers, TALL-104 cells – cell-based, flow cytometry, MLPCN library, primary screen; 0.66% of 360,000 active; TALL-104 LAMP-1 surface exposure; cells stimulated with thapsigargin and PMA; inhibition, % at 10 µM;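 active = inhibition above about 55%, limit read from the data; inconclusive = no clear call, values can overlap the other calls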
NOD2-RIPK2 inh: NOD2-RIPK2 binding disruptors in cells, primary screen, fluorescence, CHO cells, BLA complementation; 0.38% of 360,000 active; Receptor-interacting serine/threonine-protein kinase 2 (Homo sapiens), O43353; inhibition, % at 4.98 µM; CCF4 ratio; in the data active = inhibition above about 21%;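 also: 0% = vehicle only and 100% = reference blocker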
Target sequence (O43353 whole entry, looked up): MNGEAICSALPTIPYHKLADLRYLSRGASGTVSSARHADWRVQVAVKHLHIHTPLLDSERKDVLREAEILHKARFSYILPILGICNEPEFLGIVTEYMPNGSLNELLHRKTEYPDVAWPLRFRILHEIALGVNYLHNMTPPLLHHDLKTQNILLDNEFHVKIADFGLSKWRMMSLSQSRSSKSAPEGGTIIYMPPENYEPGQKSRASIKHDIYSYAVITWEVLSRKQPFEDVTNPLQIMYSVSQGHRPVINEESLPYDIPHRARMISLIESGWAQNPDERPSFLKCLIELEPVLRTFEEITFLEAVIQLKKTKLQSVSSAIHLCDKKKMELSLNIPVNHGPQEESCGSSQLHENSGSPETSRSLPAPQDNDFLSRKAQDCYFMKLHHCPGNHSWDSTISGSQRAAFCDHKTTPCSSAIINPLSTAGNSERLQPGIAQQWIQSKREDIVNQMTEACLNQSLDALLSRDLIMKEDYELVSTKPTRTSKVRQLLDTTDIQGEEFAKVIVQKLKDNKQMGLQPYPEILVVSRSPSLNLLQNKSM
ABHD5-PLIN5 inh: ABHD5-PLIN5 interaction inhibitors, primary screen, cell lysate, split luciferase complementation, luminescence | Perilipin-5 (Homo sapiens) + 1-acylglycerol-3-phosphate O-acyltransferase ABHD5 (Homo … | Split G. princeps luciferase complementation, 4 h | inhibition, % at 4 µM | 0.78% of 360,000 active | AID 602281, 2012;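 active = inhibition above the mean inhibition across every tested compound plus 3 SD, cut at about 22% in these data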;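 also: 0% = DMSO only wells and the 100% control is not disclosed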
aDG glyco up: activators of alpha-DG glycosylation, primary screen, uHTS, Pro5-aDG cells, AlphaScreen. alpha-DG glycosylation AlphaScreen (IIH6); 0% Pro5, 100% B10-LARGE cell signal. activation, % at 10 µM. 0.22% of 360,000 active. AID 624168, 2012;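 active = activation of at least 8% versus controls, or a plate z-score of at least 8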;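 also: Pro5 are CHO cells carrying HIG-tagged alpha-DG that lacks glycosylation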
TLR9-MyD88 block: inhibitors of TLR9-MyD88 association in cells, primary screen, cell-based, CHO, BLA complementation, fluorescence. CCF4 FRET ratio. inhibition, % at 4.98 µM. 0.21% of 340,000 active. Toll-like receptor 9 (Homo sapiens) + Myeloid differentiation primary response protein …;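 active = inhibition above the mean over all tested compounds plus 3 SD, cut at about 21% in these data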;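 also: 0% = DMSO only wells and 100% = clavulanate BLA inhibitor control wells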
Vif inh: HIV Vif self-association inhibitors, primary screen, imaging, HEK293T, single point | HEK293T cells, Vif self-association by quenched fluorescence, 24 h | inhibition, % at 7.49 µM | 0.35% of 340,000 active | AID 602346, 2012; in the data active = inhibition above about 50%, passing the limit was not always enough; inconclusive = no clear call, values can overlap the other calls; inactive = below about 31%; also: some results filed as inactive read as strong as hits
N-glyco inh: increase of ERlucT glycosylation luciferase signal, primary screen, N-linked glycosylation inhibitor project, D54 ERlucT cells, luminescence, set 2; D54 ERlucT glycosylation luciferase reporter, 24 h; percent of 100 nM tunicamycin response; reporter increase, % at 12.5 µM; 0.23% of 360,000 active; AID 588692, 2011;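 active = mean luciferase reporter signal, scaled so untreated is 0 and the glycosylation-blocking control 100, at or above a set limit in every replicate; inconclusive = mean reaches the limit but not every replicate does; inactive = mean below the limit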;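 also: luciferase carries N-glycosylation sites so blocking glycosylation raises the light; 0% = median of neutral control wells and 100% = median of 100 nM tunicamycin wells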
ABCB6 inh MLPCN: ABCB6 transporter inhibitors, primary screen, K562-ABCB6 cells, flow cytometry, MLPCN library; 0.19% of 360,000 active; K562-ABCB6 porphyrin accumulation, 1 h; stronger effect = lower value; fluorescence ratio to DMSO, % at 10 µM; AID 602162, 2011;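 active = fluorescence ratio to DMSO below 75%, the collection mean minus 3 SD; inconclusive = too few cells collected in the well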;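 also: signal is porphyrin accumulated inside mitochondria; 100% equals median channel fluorescence of DMSO control wells; lower ratio means ABCB6 inhibition with less porphyrin fluorescence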
MC4R antagonist: MC4R antagonists of cAMP signaling, primary screen, cell-based, TR-FRET, antagonist arm of biased-ligand search. Melanocortin receptor 4 (Homo sapiens), P32245. 0.48% of 360,000 active. inhibition, % at 6.5 µM. AID 540295, 2011. MC4R-expressing cells, MTII-stimulated cAMP, LANCE TR-FRET;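 active = inhibition above its plate's cutoff, the mean of tested wells on that plate plus 3 SD, cut at about 29% in these data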;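 also: 0% = Melanotan II alone and 100% = Melanotan II plus saturating MCL0020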
Target sequence (P32245 whole entry, looked up): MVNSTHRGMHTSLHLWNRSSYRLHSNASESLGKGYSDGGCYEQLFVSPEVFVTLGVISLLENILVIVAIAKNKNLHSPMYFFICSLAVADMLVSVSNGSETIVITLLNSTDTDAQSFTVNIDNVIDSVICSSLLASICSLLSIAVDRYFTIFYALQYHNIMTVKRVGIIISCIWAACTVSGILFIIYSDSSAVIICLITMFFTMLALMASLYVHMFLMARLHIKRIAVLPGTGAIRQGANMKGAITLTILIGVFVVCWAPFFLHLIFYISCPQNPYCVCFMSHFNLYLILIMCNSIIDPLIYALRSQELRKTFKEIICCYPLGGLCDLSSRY
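material = U2OS cells stably expressing human melanocortin 4 receptor (MC4R) | also added = Melanotan II challenge | dosing = single nominal compound dose of 6.5 µM | detection = TR-FRET with Eu-cAMP and labeled anti-cAMP, 671 nm | replication = singlicate | timing = compound 30 min, challenge 1 h, detection 1 h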
MC4R ag barr: MC4R agonists recruiting beta-arrestin, primary screen, cell-based, luminescence, agonist arm of biased-ligand search; AID 540308, 2011; activation, % at 8.9 µM; U2OS MC4R beta-arrestin complementation; percent of melanotan II response, DMSO zero; 0.98% of 360,000 active; Melanocortin receptor 4 (Homo sapiens), P32245;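 active = activation above a per-plate cutoff, the mean activation of sample wells on that plate plus 3 SD, cut at about 8% in these data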
Numbers without * were called inactive; ? = inconclusive; . = not tested or not shown. A portion of the library (hit frequency here may not be typical).

SMILES	Exocytosis inh	NOD2-RIPK2 inh	ABHD5-PLIN5 inh	aDG glyco up	TLR9-MyD88 block	Vif inh	N-glyco inh	ABCB6 inh MLPCN	MC4R antagonist	MC4R ag barr
Cc1cc(C(=O)CSc2ccc(F)cc2)cc(C)c1OC(=S)N(C)C	4.4	-10.1	0.3	0.0	4.8	-13.5	-15.5	92.0	-3.6	0.9
Cc1ccc(C(=O)N/N=C\c2cc3c(cc2Br)OCO3)cn1	-2.3	3.0	6.1	0.2	-5.1	2.0	-0.2	97.0	-0.1	0.2
O=c1[nH]cnc2[nH]ncc12	1.5	1.2	4.3	0.0	-7.7	-2.1	-0.2	111.0	4.8	-0.9
CCN(CC)c1ccc(NC(=O)c2ccc3c(c2)OCO3)c(C)c1	8.9	-1.5	2.9	-0.1	-3.8	-2.7	1.3	100.0	3.1	-0.8
COCCNC(=S)N1CCN(c2nc3ccccc3s2)CC1	-0.9	-10.0	-4.0	-0.2	-0.7	-4.9	1.6	89.0	-5.6	-1.5
COc1ccc(N2CCN(C(=O)COC(=O)CCc3ccccc3OC)CC2)cc1	-2.2	-4.9	7.4	-0.2	1.4	-12.1	-2.0	90.0	0.2	0.7
COC(=O)/C=C1/S/C(=N/NC(=O)c2ccccc2C)NC1=O	0.3	2.0	-3.9	-0.4	3.5	-7.2	1.2	100.0	6.2	1.4
COc1ccccc1CCc1nnc(CCC(=O)NCC2CCCO2)o1 (configuration not stated)	-8.6	-1.1	-0.7	-0.3	-1.9	18.5	1.0	101.0	6.8	-0.7
Cc1cccc(C(C)C)c1NC(=O)c1ccc(COc2ccc3c(C)cc(=O)oc3c2)cc1	0.6	13.1	-9.9	0.7	-0.7	2.2	-5.6	86.0	-0.4	1.2
CN(C)/C=C(\C(=O)c1ccccc1)c1nnnn1-c1ccccc1	-3.5	1.0	1.0	-0.2	4.6	0.0	0.7	102.0	3.5	-0.5
COc1ccc(S(=O)(=O)N2CCOCC2)cc1NC(=O)CN1C(=O)NC2(CCC(C)CC2)C1=O (configuration not stated)	4.8	-9.4	2.0	-0.2	-3.4	?	-0.7	93.0	2.7	-1.7
CCC(C)NCCOc1ccc(C(C)(C)c2ccccc2)cc1 (configuration not stated)	7.3	2.6	5.7	0.5	3.9	-1.6	-6.7	93.0	5.3	0.1
COc1cccc(NC(=O)N(C)C[C@@H]2Oc3ncc(Br)cc3C(=O)N([C@@H](C)CO)C[C@H]2C)c1	-2.4	2.6	1.9	0.2	8.7	0.1	-0.9	99.0	6.0	-1.3
CC(C)C[C@H]1CN([C@@H](CC(C)C)CN2CCC[C@@H]2CN2C(=S)NC[C@@H]2Cc2ccc(O)cc2)C(=S)N1CCc1ccccc1	29.1	10.3	-0.3	0.9	.	-23.0	-9.1	92.0	.	.
CC(NC(=O)c1cc2c(=O)n(C)c3ccccc3c2n1C)c1ccc2c(c1)OCCO2 (configuration not stated)	-2.3	-13.0	-0.9	-0.2	2.9	-7.1	4.8	102.0	4.0	-0.7
COc1ccc(NC2CCCN(C(=O)CSc3ccccc3)C2)cc1 (configuration not stated)	1.2	-4.6	-7.4	0.1	-9.7	2.7	-1.7	93.0	0.6	-4.2
CC(C(=O)N1CCc2ccccc21)N1CCN(Cc2ccc(Cl)cc2)CC1 (configuration not stated)	-1.6	1.3	-5.2	0.0	7.9	8.4	-0.6	82.0	14.4	-1.2
O=C1NC2NC(=O)N(C(Cc3ccccc3)C(=O)O)C2N1 (configuration not stated)	-0.3	-6.0	1.3	0.1	-9.3	10.8	3.0	87.0	10.7	-0.3
O=C(Nc1ccccc1Cl)c1ccc(-c2ccccn2)s1	-4.7	-5.1	-9.0	0.0	4.6	-10.7	-2.0	96.0	6.2	2.9
Cc1c(Cl)cccc1NC(=S)N(C)CCC#N	1.6	-5.9	-2.2	0.0	8.7	19.3	1.2	97.0	8.2	-0.7
Cc1ccc(S(=O)(=O)C2(C(=O)Nc3cccnc3)CC2)cc1	-2.1	-2.2	1.8	-0.2	8.6	8.6	-4.9	97.0	9.5	-1.4
COc1ccc(Cl)cc1S(=O)(=O)N1CCN(C(=O)COc2ccccc2)CC1	0.2	-1.9	1.0	0.5	-3.4	2.6	-6.0	99.0	9.5	-0.3
COc1ccc(C2=NN(CCC(=O)NCc3ccc4c(c3)OCO4)C(=O)CC2)cc1	-3.1	-5.1	-2.9	-0.2	-5.6	-4.5	1.1	102.0	0.9	0.9
CC(O)[C@H]1CC[C@H]2[C@@H]3CC[C@H]4C[C@H](O)CC[C@]4(C)[C@H]3[C@H](O)C[C@]12C (some centres not stated)	3.8	-5.2	7.1	0.2	1.7	-0.1	1.2	97.0	5.2	-0.6
COC(=O)C1=C(C)N(Cc2ccccc2)C(=NCCc2c[nH]c3ccccc23)N[C@H]1c1cccc(C(F)(F)F)c1	4.5	-2.5	-3.9	-0.8	-11.4	-4.1	-11.9	97.0	11.3	33.2*
COc1ccc(NC(=O)c2cc(-c3cccs3)on2)cc1	-4.7	-7.1	-4.0	-0.2	-4.4	10.7	3.7	99.0	-10.3	-0.3
O=C(CSc1nc2ncc(Cl)cc2[nH]1)c1c[nH]c2ccccc12	0.1	-2.2	9.0	0.3	8.7	10.7	1.5	112.0	5.1	3.8
COc1ccc(CCNC(=O)c2ccc(CNS(=O)(=O)c3ccc(C(C)(C)C)cc3)cc2)cc1OC	0.8	12.8	1.1	0.3	10.4	-4.0	-3.1	101.0	4.8	-1.9
Cc1cc2oc(C(=O)N3CCN(Cc4ccccc4)CC3)c(C)c2cc1C	0.1	5.5	-4.4	0.0	3.0	-9.6	-3.9	99.0	2.9	-1.3
COc1ccc(C(=O)NC(=S)Nc2ccc(N3CCCC3)cc2)cc1OC	7.9	6.3	-3.1	-0.4	-14.2	-6.1	-1.0	97.0	5.3	-2.9
COCCn1cnnc1SCC(=O)Nc1cccc(S(=O)(=O)N(C)c2ccccc2)c1	-2.5	8.2	-1.4	-0.1	10.8	7.7	1.4	94.0	1.4	-1.2
COc1ccccc1CCNC(=O)Cn1ccc2cc(S(=O)(=O)N3CCCC3)ccc21	-1.4	6.4	1.9	-0.2	8.8	0.7	1.2	93.0	4.4	2.4
CCCc1nc(SCC(=O)Nc2nccs2)c2ccccc2n1	3.8	-8.0	-7.5	0.2	-2.9	-5.7	-4.0	94.0	23.6	6.9
N#Cc1c(-c2ccccc2)ccn(Cc2cccc(Cl)c2)c1=O	-1.4	-2.4	-1.2	0.9	-28.4	2.8	2.5	96.0	-0.2	-0.5
Cn1c(CN2CCOCC2)nc2cc(NC(=O)c3ccccc3Cl)ccc21	3.8	-0.9	-2.1	-0.2	1.7	-2.6	-1.3	93.0	-3.6	1.9
C=CCOc1cccc(CNn2nnnc2N)c1	-3.0	0.0	-0.3	0.0	0.4	1.0	1.1	102.0	3.9	-0.5
CCOC(=O)N1CCC(N(CCOC)C(=O)Nc2ccc(C)c(C)c2)CC1	-2.9	-6.9	-4.3	-0.1	0.3	-3.1	0.6	96.0	0.8	-0.3
CCc1ccc2nc(N)sc2c1	0.5	-5.6	-12.9	0.7	-7.2	-2.3	-0.9	94.0	-3.4	-1.2
Cc1ccc(NC(=O)CCC(=O)NNC(=O)c2cccs2)c(C)c1	2.0	-1.9	-0.9	-0.2	1.4	-8.3	2.3	109.0	3.6	-2.7
COc1ccc(-c2nn(-c3ccccc3)cc2C(=O)O)cc1N	9.2	11.2	4.7	0.0	3.7	1.4	1.3	94.0	2.1	3.3
Cc1nc(CCNC(=O)CC2C(=O)NCCN2Cc2ccoc2)nc2c1CCCC2 (configuration not stated)	-6.3	-10.6	21.7	-0.2	-8.0	-2.2	1.2	90.0	1.3	0.1
CCOC(=O)c1c(-c2cccc([N+](=O)[O-])c2)cn2ccccc12	0.4	-2.2	4.6	0.1	10.3	2.0	3.9	94.0	4.8	2.9
Cn1c(C(F)(F)F)nc2c(=O)oc3ccccc3c21	1.3	-2.8	4.1	-0.1	3.0	5.1	0.0	103.0	-4.8	-2.1
COc1ccc(-c2cc(=NC(CC(C)C)C(=O)O)c3cc(C)ccc3o2)cc1 (configuration not stated)	2.0	-1.6	-0.5	0.2	-10.5	-1.4	1.5	115.0	5.5	-0.9
CC(NCCOCCOc1ccccc1)c1ccccc1 (configuration not stated)	0.0	-4.4	8.8	0.3	3.7	-1.3	1.0	98.0	5.6	0.1
CCN(CC)S(=O)(=O)c1cccc(C(=O)Nc2cc(C)on2)c1	-5.1	3.3	-24.1	0.2	-7.9	2.1	-0.5	98.0	-2.0	-1.0
O=[N+]([O-])c1ccc(-c2cn(-c3ccccc3)c(=S)[nH]2)cc1	-2.5	-6.7	-0.1	-0.1	-1.3	3.5	2.0	93.0	8.5	2.4
COc1cc2c(cc1OC)CN(C(=O)c1oc3ccccc3c1C)CC2	-6.4	-6.3	6.0	0.2	-1.5	11.5	0.2	93.0	5.1	-0.5

2 compounds drawn at random from those above:
SMILES	Exocytosis inh	NOD2-RIPK2 inh	ABHD5-PLIN5 inh	aDG glyco up	TLR9-MyD88 block	Vif inh	N-glyco inh	ABCB6 inh MLPCN	MC4R antagonist	MC4R ag barr
CCN(CC)S(=O)(=O)c1cccc(C(=O)Nc2cc(C)on2)c1	-5.1	3.3	-24.1	0.2	-7.9	2.1	-0.5	98.0	-2.0	-1.0
COc1ccc(-c2cc(=NC(CC(C)C)C(=O)O)c3cc(C)ccc3o2)cc1 (configuration not stated)	2.0	-1.6	-0.5	0.2	-10.5	-1.4	1.5	115.0	5.5	-0.9

(cont.)
SMILES	Exocytosis inh	NOD2-RIPK2 inh	ABHD5-PLIN5 inh	aDG glyco up	TLR9-MyD88 block	Vif inh	N-glyco inh	ABCB6 inh MLPCN	MC4R antagonist	MC4R ag barr
COc1ccc(OC)c(/C=N\NC(=O)c2ccc(-c3ccccc3)cc2)c1	-7.9	-6.9	2.6	-0.2	-4.5	.	-0.1	93.0	5.4	-1.9
COC(=O)c1sc(N)c(C(=O)OC)c1CSc1nnc(-c2ccccc2Cl)n1C	0.8	0.0	-1.5	0.1	4.7	.	0.2	100.0	-1.1	-0.5
CCCS(=O)(=O)NC(=O)C1(C)CCN(C(=O)c2cncc(Br)c2)C1 (configuration not stated)	0.6	11.7	3.9	-0.2	.	10.3	-0.3	96.0	2.5	4.0
CCOC(=O)/C(C(=O)Nc1ccc(Br)cc1)=C1/NC(C)(C)Cc2ccccc21	3.5	-14.5	4.3	0.2	7.8	0.9	-0.3	92.0	8.5	0.0
